# Screening data deposited in PubChem by Sanford-Burnham Center for Chemical Genomics.
# CXCR6 inh: CXCR6 (human) receptor inhibition; CHO-K1 PathHunter CXCR6 beta-arrestin, luminescence; AID 602244; actives 0.36% (n = 360,000); O00574; inhibition, % at 20 µM; in the data active = inhibition above about 34%, passing the limit was not always enough;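 also: antagonist mode with CXCL16 agonist at 10 nM final; 0% = 10 nM CXCL16 with DMSO and 100% = unstimulated wells without agonist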
# EBI2 block: EBI2 (human) antagonism | P32249 | actives 0.81% (n = 360,000) | EBI2 beta-arrestin recruitment, luminescence, 7a,25-OHC stimulated | inhibition, % at 5 µM; in the data active = inhibition above about 38%;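 also: enzyme fragment complementation signal reports receptor beta-arrestin coupling in cells; 0% = agonist plus DMSO wells and 100% = wells without agonist; some results beyond the cut were filed as inactive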
# Target sequence (P32249 whole entry, looked up, the tested form may be a part): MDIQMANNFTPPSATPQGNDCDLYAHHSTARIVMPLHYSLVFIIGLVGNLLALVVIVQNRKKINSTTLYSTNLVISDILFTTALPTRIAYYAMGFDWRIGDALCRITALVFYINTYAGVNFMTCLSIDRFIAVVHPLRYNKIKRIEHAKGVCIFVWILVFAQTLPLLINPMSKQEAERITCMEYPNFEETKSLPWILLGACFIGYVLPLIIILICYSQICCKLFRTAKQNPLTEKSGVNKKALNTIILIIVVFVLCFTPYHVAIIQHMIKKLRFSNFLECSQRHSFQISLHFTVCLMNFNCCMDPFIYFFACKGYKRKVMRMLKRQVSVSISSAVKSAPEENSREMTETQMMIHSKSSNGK
# Gli-Sufu antag: antagonists of Gli-Sufu signaling | Sufu-KO-LIGHT fibroblasts, Gli luciferase reporter luminescence | inhibition, % at 5 µM | actives 0.74% (n = 340,000) | AID 588413;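 active = inhibition above about 55%, limit read from the data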;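 also: 0% = DMSO-treated cells and 100% = wells with medium but no cells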
# A3G deaminase: blocks human APOBEC3G single-stranded DNA deamination; Q9HC16; recombinant A3G, ssDNA deamination FAM/TAMRA fluorescence; inhibition, % at 20 µM; actives 0.28% (n = 330,000);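 active = inhibition of at least 40% at 20 µM, with no more than 30% in the related APOBEC3A deaminase screen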;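 also: plate controls were DMSO wells with A3G for no effect and wells lacking A3G enzyme for full effect; some compounds called inactive have numbers as strong as hits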
# Target sequence (Q9HC16 whole entry, looked up): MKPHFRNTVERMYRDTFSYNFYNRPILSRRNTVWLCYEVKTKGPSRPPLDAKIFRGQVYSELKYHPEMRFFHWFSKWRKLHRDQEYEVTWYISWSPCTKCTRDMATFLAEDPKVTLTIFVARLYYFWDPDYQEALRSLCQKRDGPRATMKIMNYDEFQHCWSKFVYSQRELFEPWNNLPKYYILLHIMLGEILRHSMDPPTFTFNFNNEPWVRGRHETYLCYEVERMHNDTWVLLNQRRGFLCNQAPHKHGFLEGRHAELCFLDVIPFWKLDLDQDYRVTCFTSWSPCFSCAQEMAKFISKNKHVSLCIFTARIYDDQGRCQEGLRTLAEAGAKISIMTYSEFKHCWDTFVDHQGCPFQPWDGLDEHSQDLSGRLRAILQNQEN
# CCR6 antag: antagonists of human CCR6 receptor; inhibition, % at 20 µM; actives 0.49% (n = 340,000); CHO-K1 CCR6 PathHunter beta-arrestin, luminescence, CCL20-stimulated; AID 493098;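 active = compounds whose inhibition of the agonist-driven luminescence signal at 20 µM reaches about 50%, limit read from the data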;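 also: cells stimulated with CCL20 at 14 nM final; plate controls were DMSO with CCL20 for no effect and DMSO without agonist for full effect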
# GRIN3A LBD mod: NR3A (human) ligand-binding domain modulation; Tm shift relative to glycine control, % at 25 µM; AID 1259313; NR3A LBD differential scanning fluorimetry, Tm shift; 0% = protein alone, 100% = glycine-bound protein; actives 2.5% (n = 340,000);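 active = melting temperature shift of at least 10% of the positive control shift, at one fixed dose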
# APOBEC3A inh: human APOBEC3A DNA deaminase inhibition. P31941. recombinant A3A, FAM/TAMRA ssDNA deamination fluorescence. inhibition, % at 20 µM. actives 0.41% (n = 330,000);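 active = at least 40% inhibition at 20 µM here, with at most 30% in a related deaminase screen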;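 also: plate controls were A3A with DMSO for no effect and wells lacking A3A enzyme for full effect; some results filed as inactive read as strong as hits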
# Target sequence (P31941 whole entry, looked up): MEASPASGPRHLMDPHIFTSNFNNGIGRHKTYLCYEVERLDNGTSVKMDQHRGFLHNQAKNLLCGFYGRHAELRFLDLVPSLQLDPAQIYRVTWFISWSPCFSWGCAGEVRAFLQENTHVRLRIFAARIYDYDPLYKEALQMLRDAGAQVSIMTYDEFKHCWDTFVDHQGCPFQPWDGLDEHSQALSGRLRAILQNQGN
# MPTP block: inhibitors of mitochondrial permeability transition pore. isolated mouse mitochondria, Ca2+ swelling absorbance, 30 min. inhibition, % at 10 µM. actives 1.4% (n = 360,000);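 active = inhibition of 50% or more, scaled per plate between neutral and stimulator controls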;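 also: 0% = DMSO wells given calcium and 100% = 1 mM EGTA wells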
# An asterisk follows results filed as active; . = not tested or not shown.
SMILES	CXCR6 inh	A3G deaminase	MPTP block	Gli-Sufu antag	CCR6 antag	APOBEC3A inh	GRIN3A LBD mod	EBI2 block
Cc1cc(C)n2nc(SCC(=O)NC3CCCCC3C)nc2n1 (centres undefined)	-0.3	.	2.3	-14.0	-0.9	.	-3.0	7.3
COc1ccc(OC)c(S(=O)(=O)NC(C)(C)C)c1	-6.3	-4.6	-1.0	14.3	-6.3	-15.0	-1.9	4.0
COCCN(CCOC)c1nc(N)c2c(N)nc3c(c2c1C#N)CC(=O)N3Cc1ccc(Cl)cc1	-4.4	2.7	1.0	4.8	6.5	3.2	2.1	12.4
Cc1cccc(NC(=S)NN2CCN(C)CC2)c1	3.8	-1.1	-1.5	-4.2	-8.5	1.7	4.1	-5.4
CCn1c(=O)cc(SCC(=O)NCc2ccc(C)cc2)c2ccccc21	3.3	-3.2	-1.1	-15.7	14.3	-0.9	-2.8	0.6
CCOC(=O)C1=C(C)NC(=O)NC1c1ccc(Cl)cc1Cl (centres undefined)	12.8	3.9	-0.4	1.3	-6.8	11.4	-1.4	-7.9
COC(=O)c1c(C)nsc1NC(=O)Oc1ccccc1	5.2	0.8	-2.9	-1.6	10.8	2.1	0.7	-0.8
Cc1ccc(NC(=O)CSc2ccc3c(c2)OCCO3)nc1	13.6	-6.6	-1.5	-8.4	9.2	-1.0	1.3	0.3
CCc1c(C)sc(NC(=O)c2cc(-c3ccco3)on2)c1C#N	-1.0	1.3	5.3	-2.6	13.2	1.0	-2.2	11.3
O=C(NCc1ccccn1)Nc1ccc(Br)cc1Cl	0.5	-2.1	-0.2	-44.1	7.3	-0.7	-2.0	-9.9
CCOC(=O)/C(C#N)=C/c1cn(CCOc2ccccc2)c2ccccc12	12.5	-10.5	5.7	-1.3	12.5	-1.7	-7.9	13.2
Cc1ccc(C2(C)NC(=O)N(CC(=O)N3c4ccccc4NC(=O)CC3C)C2=O)cc1 (centres undefined)	-5.1	-5.7	0.9	.	11.9	2.0	-2.5	-8.2
CN1CCN(CCCNC(=O)Nc2ccc([N+](=O)[O-])cc2)CC1	4.7	-6.9	9.0	3.6	5.8	0.6	-1.6	5.7
COC(=O)c1sc(N/N=C/c2ccc(C(C)C)cc2)nc1C	-8.8	-2.2	2.1	-7.3	1.5	-0.2	0.8	4.5
CCOc1ccc(/C=C2\SC(=S)N(CCC(=O)N(CCO)c3ccccc3)C2=O)cc1	10.4	-4.8	0.8	50.7	4.2	0.1	-1.5	3.6
Cc1cc(C)cc(OCC(=O)OCC(=O)NC2CCCCCC2)c1	-0.6	-2.0	-0.2	-8.3	-4.3	0.5	1.0	-19.3
Cc1cc(=O)oc(C)c1C(=O)NCCc1ccc(F)cc1	-5.6	-2.1	-1.0	0.8	3.8	-0.7	-0.9	-14.0
Cc1nccn1CCCNC(=O)c1nc(Cn2cc([N+](=O)[O-])cn2)no1	6.2	-7.4	-2.9	7.0	8.5	-0.6	0.2	-4.4
NC(=O)c1ccccc1OCC(=O)Nc1ccc(Cl)c(Cl)c1	-13.4	-4.3	10.7	-135.9	-2.9	-0.3	-4.3	-2.4
Cn1ncc(Cl)c1C(=O)NCc1ccc(Cl)cc1	-2.3	-4.9	1.5	5.9	-0.5	0.6	-5.2	-5.3
Cc1oc(-c2ccc(Cl)cc2)nc1CN1CCC(C(=O)NCc2cccnc2)CC1	-6.4	-6.7	3.2	0.9	-8.4	-2.5	0.2	-6.0
O=C(NCc1ccco1)c1cc(-c2ccccc2)nn1CC1CC(c2cccnc2)=NO1 (centres undefined)	-2.6	-6.3	-1.6	-3.8	8.4	-3.5	2.0	0.0
Cc1nc2ccccc2n1CCOc1ccccc1	1.0	-3.3	1.1	-12.2	12.6	2.9	-0.9	-1.4
CCOC(=O)C1CCN(S(=O)(=O)c2ccc(Cl)nc2)CC1	5.3	-2.8	1.6	0.7	15.1	-3.3	1.1	0.5
COc1cc(O)c(C(CCN2CCCC(C)C2)c2ccc(N(C)C)cc2)c(OC)c1 (centres undefined)	7.4	-7.5	-0.5	8.1	17.7	-1.2	0.9	-2.5
CS(=O)(=O)c1cccc(C(=O)Oc2ccccc2)c1	-3.5	-2.9	0.2	7.4	7.0	-1.8	-0.6	1.6
CCC(C)n1c(SCC(=O)NC2CCS(=O)(=O)C2)nc2ccccc2c1=O (centres undefined)	2.3	-6.2	-2.3	-3.4	-1.0	-2.7	-1.9	-7.5
CCCOC(=O)CCn1c(=S)oc2ccccc21	-0.9	-4.7	0.8	1.5	2.9	-0.3	2.4	1.6
COc1ccc(N(CC(=O)N/N=C/c2ccc(OC)cc2OC)S(=O)(=O)c2ccccc2)cc1	6.9	-2.4	0.6	-7.4	11.1	0.7	0.6	5.6
Cn1c(=O)c2c(SCC(=O)N3CCCC3)nc(-c3ccccc3)nc2n(C)c1=O	1.2	-9.4	0.0	1.0	3.7	-3.0	-1.0	-15.3
COc1cccc(OCc2cc(C(=O)N(Cc3nccn3C)C(C)C)no2)c1	-0.7	-0.5	-1.0	43.5	-3.9	0.7	-3.1	-4.7
O=S(=O)(NCc1ccc(C(F)(F)F)cc1)c1ccc(-n2cnnn2)cc1	-7.7	-3.6	0.3	-15.1	10.6	-2.1	1.3	1.9
OCC[C@@H]1C[C@@H](O)[C@H](O)[C@@]2(CCCO2)O1	-8.4	-6.5	-0.2	-13.5	2.7	0.3	-0.6	-7.3
CNC(=S)NC1(C)CCS(=O)(=O)C1 (centres undefined)	5.2	1.1	-0.6	3.2	4.6	-2.0	-1.0	-5.0
Cc1ccc(CC2(c3ccccc3)NC(=O)NC2=O)cc1 (centres undefined)	3.4	.	-1.7	-42.3	2.4	.	2.9	-3.4
COc1ccc(N2CC(NS(=O)(=O)c3cccnc3)CC2=O)cc1 (centres undefined)	-1.3	-10.8	-1.3	-5.7	-14.8	0.8	-2.6	-6.7
Cc1ccc(CNC(=O)N[C@@H](Cc2ccccc2)C(=O)O)cc1	-2.4	0.5	0.5	2.4	2.5	3.9	-1.8	-10.4
O=C(CSc1cn[nH]n1)Nc1cccc(C(=O)O)c1	-5.6	62.3*	-1.5	7.7	0.7	-0.6	4.0	0.7
CC(C)C(=O)Nc1ccc(NC(=O)c2cccnc2)cn1	-3.5	2.8	-7.0	-0.6	-1.3	5.5	0.1	4.4
O=C(C1CCC(=O)N1C1CCCCC1)N1CCN(c2ccc(F)cc2)CC1 (centres undefined)	2.5	-2.7	0.4	-3.7	-2.0	-3.0	0.5	4.0

# Rewritten with values under each structure: three of the compounds above
# Sequence of screens – CXCR6 inh, A3G deaminase, MPTP block, Gli-Sufu antag, CCR6 antag, APOBEC3A inh, GRIN3A LBD mod, EBI2 block
O=S(=O)(NCc1ccc(C(F)(F)F)cc1)c1ccc(-n2cnnn2)cc1
→ -7.7, -3.6, 0.3, -15.1, 10.6, -2.1, 1.3, 1.9
COc1cccc(OCc2cc(C(=O)N(Cc3nccn3C)C(C)C)no2)c1
→ -0.7, -0.5, -1.0, 43.5, -3.9, 0.7, -3.1, -4.7
OCC[C@@H]1C[C@@H](O)[C@H](O)[C@@]2(CCCO2)O1
→ -8.4, -6.5, -0.2, -13.5, 2.7, 0.3, -0.6, -7.3

# (more compounds)
SMILES	CXCR6 inh	A3G deaminase	MPTP block	Gli-Sufu antag	CCR6 antag	APOBEC3A inh	GRIN3A LBD mod	EBI2 block
O=C1Nc2ccccc2/C1=N\N1CCOCC1	0.2	1.4	1.8	-0.4	1.0	1.6	-2.9	-1.0
CC(C)(C)Nc1nc(Cl)nc(NCc2ccccc2)n1	-10.1	-1.8	4.7	1.2	-11.8	0.9	0.2	5.8
O=C(Nc1cc(S(=O)(=O)N2CCCCC2)ccc1N1CCOCC1)c1ccc(F)cc1	-7.0	-1.0	-1.7	-11.5	2.4	-0.4	1.0	-4.4
CC(C)(C)OC(=O)C[C@@H]1C/C=C\C[C@H](CC(=O)N(CCO)Cc2ccccc2)C(=O)N[C@@H](Cc2ccccc2)COC1=O	5.6	-5.8	0.0	14.3	23.4	-0.9	-1.3	0.8
CCOc1ccc(-c2nnc3ccc(SC)nn23)cc1	17.8	-2.0	-0.8	-0.1	-24.4	0.6	-1.6	-7.4
O=C(c1cc2cc([N+](=O)[O-])ccc2oc1=O)N1CCOCC1	-4.6	-7.5	-0.9	22.3	2.8	-3.0	0.7	-5.5
O=C(CN1CCC(NC(=O)c2ccccc2F)CC1)NCc1ccc(F)cc1	-4.6	-1.7	2.0	-3.2	16.4	-3.5	3.1	-4.3
Cn1c2ccccc2c(=O)c2ccc(C#CC3(O)CCCCC3)cc21	-3.5	-13.1	-0.5	8.3	-2.1	-0.7	-29.2	-33.9
CCOC(=O)C1=C(O)C(Nc2nc3ccccc3s2)(C(F)(F)F)N=C1C (centres undefined)	-5.8	-4.5	1.4	11.6	-14.9	0.7	-1.2	-0.6
O=C(CSc1nnc(-c2ccc(Cl)cc2)n1Cc1ccco1)Nc1ccc2c(c1)OCCO2	0.4	0.4	7.1	8.1	19.5	1.8	-7.0	25.1
FC(F)(F)c1ccc(C2[C@H]3CN(CC4CCCCC4)[C@H](c4ccccc4)C34CC2(c2cccnc2)C4)cc1 (some centres undefined)	4.9	0.5	7.5	5.5	13.1	0.8	-1.3	4.6
Cc1c(Br)c(C(F)(F)F)nn1CC(=O)NCC1CCCO1 (centres undefined)	-0.9	-10.3	-1.0	0.7	-17.1	-8.4	-2.4	-4.9
CC(C)CCNC(=O)C1(c2cccs2)CCOCC1	4.6	0.2	-1.0	4.4	1.2	0.8	-0.9	-13.4
CCC(C(=O)OCC(=O)NC(=O)c1ccccc1OC)c1ccccc1 (centres undefined)	0.9	-2.0	-1.2	19.5	6.7	-0.7	.	-5.4
CCCCNC(=O)[C@@H]1CC=C[C@@H]2CCN(Cc3ccc(Cl)c(Cl)c3)C(=O)[C@@H]21	8.2	-1.7	0.0	4.6	8.9	0.8	0.0	-7.8
CS(=O)(=O)N1CCC(C(=O)NCCN2CCN(Cc3ccccc3)CC2)CC1	-3.2	-2.3	-1.1	2.5	1.3	2.6	.	-6.2
O=C(O)c1ccc2c(c1)N(Cc1ccc(F)cc1)C(=O)c1ccccc1S2	-0.1	-5.4	0.1	-2.7	0.3	-0.2	6.0	0.2
CCn1ncc(C2C(C(=O)Nc3ccc(C)cn3)=C(C)NC3=C2C(=O)CCC3)c1C (centres undefined)	0.7	2.1	-2.6	1.3	3.9	4.9	2.2	-8.7
Cc1cccc(N2CCN(C(=O)CCNC(=O)Cn3ccc4ccccc4c3=O)CC2)c1C	-3.8	-1.4	3.6	12.7	-12.3	1.1	1.0	0.2
C=CCOC(=O)C(C(=O)Cc1ccccc1)c1ccccc1 (centres undefined)	-2.6	.	1.4	-3.1	16.3	.	1.9	-6.8
Cc1ccc(NC(=O)CSc2nnc(-c3ccncc3)n2C)cc1S(=O)(=O)N1CCOCC1	3.0	-1.2	-1.3	4.7	5.2	-0.1	1.0	-1.3
O=C1CC(/C=C/c2ccccn2)=Nc2ccccc2N1	0.5	-7.8	0.1	-7.3	17.1	-4.7	-2.6	8.1
COc1ccc(S(=O)(=O)N2CCOC2CNC(=O)C(=O)NCCN2CCOCC2)cc1OC (centres undefined)	-5.9	-7.0	-0.4	-4.9	16.9	-4.8	-4.7	-6.0
CCn1c(SC2CCOC2=O)nnc1-c1ccc(Cl)cc1 (centres undefined)	-12.1	-8.6	0.2	-2.0	-5.5	-2.5	1.6	-0.7
O=C(C1CCCN(S(=O)(=O)c2ccccc2)C1)N1CCCc2ccccc21 (centres undefined)	-4.5	2.3	1.8	-3.1	-3.4	2.3	0.1	5.2
COc1ccc(N2CCN(C(=O)c3cc(-c4cccs4)nc4ccccc34)CC2)cc1	-2.9	-12.4	-0.6	-9.9	14.2	-7.7	-0.5	-2.4
O=c1c2ccccc2nc2n1CCCS2	3.5	-5.3	2.3	-0.9	-2.1	-2.9	-0.1	-1.9
